Screening data: PubChem BioAssay, Southern Research Specialized Biocontainment Screening Center
tuberculosis growth = growth inhibition of non-replicating M. tuberculosis (AID 488890). inhibition, % at 25 µM; hits with a dose series show IC50 in µM. Mycobacterium tuberculosis non-replicating, growth inhibition; higher % means a stronger effect. 320,000 compounds, 0.39% hits; in the data active = a potency from the dose series; inconclusive = inhibition mostly from about 82% at the one dose, without a potency; inactive = the rest, 99 in 100 with inhibition below about 76%;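 also: plate controls were DMSO cells for no effect and high antibiotic wells for full effect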
PhoP GFP inhibition = PhoP regulon inhibitors, Salmonella typhi PhoP promoter GFP reporter, confirmatory (AID 1850) | Salmonella Typhi PhoP-promoter GFP reporter, fluorescence, 4 h; higher % means a stronger effect | inhibition, % at 50 µM; hits with a dose series show IC50 in µM | 310,000 compounds, 0.33% hits; in the data active = a potency from the dose series; inconclusive = inhibition mostly from about 25% at the one dose, without a potency; inactive = the rest, 99 in 100 with inhibition below about 19%;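 also: 0% = induced wells with vehicle and 100% = uninduced wells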
H37Rv inhibition = M. tuberculosis growth inhibition, HTS (AID 449762); M. tuberculosis H37Rv growth inhibition, 7H9 media; higher % means a stronger effect; inhibition, % at 25 µM; hits with a dose series show IC50 in µM; 330,000 compounds, 0.59% hits; in the data active = a potency from the dose series; inconclusive = inhibition above about 70% without an active follow-up result;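 also: bacterial growth assessed after seven days of incubation; strong numbers were not always called active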
H1N1 NS1A inhibition = H1N1 influenza NS1A inhibitors, functional cell based assay (AID 504329). NS1A functional cell-based assay, percent inhibition; higher % means a stronger effect. one-dose inhibition, % at 12.5 µM; IC50 in µM for titrated hits. 340,000 compounds, 0.3% hits; in the data active = a potency from the dose series; inconclusive = inhibition above about 27% without an active follow-up result; also: strong numbers were not always called active
VEEV TC-83 Vero = inhibitors of VEEV TC-83 cytopathic effect, confirmation, Vero cells (AID 588727) | Vero cells, VEEV TC-83 cytopathic effect inhibition; higher % means a stronger effect | one-dose inhibition, % at 20 µM; IC50 in µM for titrated hits | 350,000 compounds, 0.13% hits; in the data active = a potency from the dose series; inconclusive = inhibition mostly from about 14% at the one dose, without a potency; inactive = the rest, 99 in 100 with inhibition below about 12%; also: strong numbers were not always called active
The depositor's hits bear a star; i = inactive; ? = inconclusive; nt = not tested or not shown; & = joins results of further samples.

SMILES	tuberculosis growth	PhoP GFP inhibition	H37Rv inhibition	H1N1 NS1A inhibition	VEEV TC-83 Vero
Cn1c(O)c(N=NC(=O)CNC(=O)c2ccccc2)c2cc(Br)ccc21	-5%	1%	-6%	-10%	1.2%
CC(C)(C)CC(=O)Nc1nnc(CCc2ccccc2)s1	6%	0%	-4%	-4%	0.8%
Cn1cccc1C1NC(=O)c2c(sc3c2CCC(C(C)(C)C)C3)N1 (stereo not given)	39%	8%	-6%	3%	1.2%
CCc1nc(OCc2ccccc2)c2sc3nc4c(cc3c2n1)COC(C)(C)C4	5%	-6%	6%	12%	0.8%
O=C(NCC1c2ccccc2CCN1C(=O)CN1CCOCC1)C1CCCCC1 (stereo not given)	0%	8%	-3%	5%	0.6%
Cc1ccc2cc(C#N)c(NCc3ccccc3)nc2c1	30%	-5%	4%	-20%	0.6%
O=C(NC1CCCCCCC1)c1ccc(F)cc1	80%	10%	-5%	-11%	i
Cc1ccccc1NC(=O)CSc1nc2ccccc2c2nc(CCn3cncc3C)nn12	35%	10%	7%	1%	2.8%
Oc1[nH]c2ccc(Br)cc2c1N=Nc1nn[nH]n1	-7%	2%	-2%	20%	5.2%
CCCN(CCC)c1ccc(C(O)c2nnc(-c3ccccc3)o2)cc1 (stereo not given)	49%	-6%	8%	1%	4.2%
CCOC(=O)c1ccc(NC(=S)N(CCCN2CCN(CC)CC2)Cc2cccs2)cc1	?	8%	1%	-2%	1.0%
Cn1cc(C(=O)NCC2COc3ccccc3O2)c(=O)c2cc(S(=O)(=O)N3CCCCC3)ccc21 (stereo not given)	24%	-2%	-4%	-1%	1.2%
CN(C)CCNC(=O)Nc1ccc(Cl)c(Cl)c1	-2%	-4%	-4%	0%	0.3%
COc1cccc2c1OC1(C)CC2NC(=O)N1Cc1ccccc1 (stereo not given)	-5%	-11%	7%	3%	5.4%
COC(=O)c1ccc(NS(=O)(=O)c2ccc3c(c2)n(C)c(=O)n3C)cc1	4%	0%	-2%	-5%	i
COc1ccc(C(=O)Nc2nncs2)cc1S(=O)(=O)N1CC(c2ccccc2)CC1=O (stereo not given)	8%	3%	-2%	5%	1.2%
O=c1[nH]nc(-c2ccc(F)cc2)cc1Cc1ccc(F)cc1	37%	-7%	13%	2%	7.2%
Cc1cc(C(F)(F)F)nn1Cc1n[nH]c(=S)n1-c1ccc(F)cc1	-24%	-1%	-4%	0%	1.4%
O=C(CN1CCN(Cc2ccccc2)CC1)NCc1ccccc1Cl	-13%	14%	2%	-1%	i
Cc1ccccc1NC(=O)CSc1nnc2ccc(-c3ccncc3)nn12	-10%	5%	9%	-2%	10%
O=C(NCCN1CCOCC1)c1ccc2c(c1)N(Cc1ccccc1F)C(=O)CS2	7%	0%	5%	12%	5.6%
Cc1cc(C)c2nc(SCC(=O)N3CCCCC3)c(C#N)cc2c1	nt	nt	nt	-5%	1.1%
Cc1ccc(OCCC(=O)OCC(=O)Nc2ccc3[nH]c(=O)[nH]c3c2)cc1	11%	-4%	5%	-18%	0.9%
Cc1ccc(Cn2c(=N)n(CC(=O)c3ccc([N+](=O)[O-])cc3)c3ccccc32)cc1	10%	-14%	4%	0%	?
CCC1CCc2sc(C(=O)N(C)CC(=O)Nc3cccc(OC)c3)cc2C1 (stereo not given)	48%	nt	-5%	-17%	i
CNC(=O)COc1ccc(S(=O)(=O)N2CCCC2)cc1	nt	-6%	0%	0%	0.6%
O=c1oc2cc(O)ccc2cc1-c1ccc(F)cc1	28%	-7%	?	1%	1.3%
O=C(Oc1ccc2c3c(c(=O)oc2c1)CCCC3)c1cccs1	?	-3%	?	-6%	0.4%
CCC(C)NC(=O)Cc1c(OC)ccc2cc(Br)ccc12 (stereo not given)	-2%	0%	7%	-7%	i
COc1ccc(C(=O)Oc2ccc(C(=S)N3CCCC3)cc2)cc1OC	-13%	-1%	-1%	nt	nt

Overlap with the part before: 3 compounds, then new ones.
SMILES	tuberculosis growth	PhoP GFP inhibition	H37Rv inhibition	H1N1 NS1A inhibition	VEEV TC-83 Vero
O=C(Oc1ccc2c3c(c(=O)oc2c1)CCCC3)c1cccs1	?	-3%	?	-6%	0.4%
CCC(C)NC(=O)Cc1c(OC)ccc2cc(Br)ccc12 (stereo not given)	-2%	0%	7%	-7%	i
COc1ccc(C(=O)Oc2ccc(C(=S)N3CCCC3)cc2)cc1OC	-13%	-1%	-1%	nt	nt
CC(=O)c1cc2c(cc1NC(=O)CCc1c(C)nc3ncnn3c1C)OCO2	2%	nt	-3%	-11%	0.0%
O=C(O)CCNC(=O)COc1ccc2c3c(c(=O)oc2c1)CCCC3	-5%	14%	-4%	-9%	1.2%
O=C(Nc1ccc(N2CCOCC2)c(Cl)c1)c1c(F)c(F)c(F)c(F)c1F	67%	-7%	99%	-1%	i
Cn1cnnc1Sc1ccc(/C=C(\CCC(=O)O)c2nc3ccccc3s2)cc1[N+](=O)[O-]	6%	10%	-5%	9%	0.3%
CC(=O)N1CCN(C(=O)c2cc(C)oc2C)CC1	-9%	nt	-5%	-14%	1.4%
COc1ccccc1C1CCN(Cc2ccc(Cl)cc2Cl)CC1	14%	-3%	5%	-15%	i
CC(=O)c1cccn1S(=O)(=O)c1ccccc1	-4%	0%	8%	-17%	0.4%
CCOc1ccccc1NC(=O)NC1(C(=O)NCc2cccnc2)CCCCC1	-16%	10%	-3%	-6%	3.4%
CC#CCN1C=C(C(=O)OCC)C(C)N(Cc2ccc(Br)cc2)S1(=O)=O (stereo not given)	nt	nt	nt	-10%	0.1%
O=C(CCN1CCOCC1)Nc1ccccc1	-3%	34%	3%	-7%	1.7%
Cc1ccc(-n2nnnc2SCC(=O)N2CCCCC2)cc1	-4%	6%	-5%	-5%	0.3%
Cc1csc(Sc2ccc([N+](=O)[O-])cc2C(=O)OCC(=O)NC2CCCC(C)C2C)n1 (stereo not given)	20%	-2%	3%	18%	i
CC1=C(C)[N+](=O)C2(O)CCCCC2(C)N1[O-] (stereo not given)	-4%	12%	-2%	-2%	i
CCN(CC(=O)Nc1c(F)cccc1F)C(=O)CCSc1ccc(F)cc1	1%	-5%	-2%	-11%	1.3%
CC1(C)CC(=O)C=C(NCC(=O)O)C1	-12%	-10%	0%	6%	0.5%

Quoted from above for reference:
SMILES	tuberculosis growth	PhoP GFP inhibition	H37Rv inhibition	H1N1 NS1A inhibition	VEEV TC-83 Vero
O=C(CCN1CCOCC1)Nc1ccccc1	-3%	34%	3%	-7%	1.7%
Cc1ccc(-n2nnnc2SCC(=O)N2CCCCC2)cc1	-4%	6%	-5%	-5%	0.3%
Cc1csc(Sc2ccc([N+](=O)[O-])cc2C(=O)OCC(=O)NC2CCCC(C)C2C)n1 (stereo not given)	20%	-2%	3%	18%	i
CC1=C(C)[N+](=O)C2(O)CCCCC2(C)N1[O-] (stereo not given)	-4%	12%	-2%	-2%	i
CCN(CC(=O)Nc1c(F)cccc1F)C(=O)CCSc1ccc(F)cc1	1%	-5%	-2%	-11%	1.3%
CC1(C)CC(=O)C=C(NCC(=O)O)C1	-12%	-10%	0%	6%	0.5%

Next part.
SMILES	tuberculosis growth	PhoP GFP inhibition	H37Rv inhibition	H1N1 NS1A inhibition	VEEV TC-83 Vero
O=C(NNC(=O)C1CCCCC1)c1ccncc1	4%	-2%	-9%	-12%	9.2%
Cc1[nH]n(C(N)=S)c(=O)c1N=Nc1ccc2ccccc2c1	nt	nt	nt	5%	4.2%
Cc1ccccc1OCCC(=O)Nc1cccc(S(=O)(=O)Nc2ccccc2Cl)c1	10%	0%	4%	-5%	1.0%
CCCCN(C)C(=O)c1coc(=O)c2ccccc12	-5%	10%	-5%	11%	i
O=C(O)CCCN1C(=O)c2ccccc2Sc2ncccc21	-15%	1%	-5%	-4%	1.1%
Cc1cccc(N2CCN(C3CCCCC3NS(=O)(=O)c3ccccc3)CC2C)c1 (stereo not given)	30%	-21%	2%	-2%	0.0%
C=CCn1c(SCCCCCC)nc(O)cc1=O	33%	-6%	8%	1%	0.6%
CCN1CCN(c2ccc([N+](=O)[O-])cc2C=C2C(=O)NC(=O)NC2=O)CC1	-1%	-2%	1%	-14%	1.0%
COc1ccc(C2=CC(=O)C[C@H](c3ccc(Cl)cc3)C2)cc1	56%	nt	?	-9%	3.8%
FC(F)(F)c1nc2cc3nc4ccccc4[nH]c3cc2n1	75%	14%	?	3%	i
CC(=O)Nc1ccc(S(=O)(=O)NCCC(=O)OCC(=O)NC(C)c2ccc(Cl)cc2)cc1 (stereo not given)	nt	nt	nt	-11%	2.5%
COc1cccc(NC(=O)c2cc3ccccc3cc2OC)c1	20%	-1%	6%	-4%	3.2%
COc1ccccc1N1CCN(c2ccc([N+](=O)[O-])cn2)CC1	52%	-3%	5%	2%	6.8%
Cc1noc(NC(=O)c2ccccc2C(F)(F)F)c1C#N	43%	-12%	5%	-8%	0.4%
COc1ccc(C(CNC(=O)c2oc3cc(C)c(Cl)cc3c2C)N2CCCCC2)cc1 (stereo not given)	2%	-12%	9%	2%	2.1%
O=C1N=C(N2CCOCC2)S/C1=C/c1ccc(-c2ccc(F)cc2)o1	42%	3%	?	-15%	8.6%
Cc1cccc(NC(=O)c2ccc(N3CCOCC3)c([N+](=O)[O-])c2)n1	-6%	14%	-2%	-4%	9.9%
COc1ccc(CCN2C(=O)CC(N3CCN(S(=O)(=O)c4ccccc4)CC3)C2=O)cc1 (stereo not given)	69%	15%	8%	0%	i
CCOC(=O)C1=C(C)N=C2SC(C(=O)OC)=CC(=O)N2C1c1cc(OC)c(OC)c(OC)c1 (stereo not given)	29%	-7%	-4%	-3%	0.4%
Cc1cc(/C=N/n2cnnc2)c(C)n1-c1ccc2c(c1)OCO2	20%	-10%	-3%	24%	3.6%
COc1ccccc1CNC(=O)C1CC2Cn3c(nc4cc5ccccc5cc43)C2N1C (stereo not given)	15%	-5%	2%	-8%	0.5%
O=C(c1n[nH]c(=O)c2ccccc12)N1CCC2(CC1)OCCO2	-17%	2%	-3%	6%	1.1%
CSc1nnc(-c2cccn(Cc3cccc(Cl)c3)c2=O)o1	21%	17%	2%	6%	0.7%
C=CCOc1ccc(/C=N/Nc2ccccn2)cc1OC	10%	2%	-9%	14%	1.0%
Cc1ccccc1CC(=O)c1ccc(O)c(C)c1O	16%	-10%	23%	-4%	5.2%
CC(C)n1c(NCc2ccc(N(C)C)cc2)nc2ccccc21	6%	0%	2%	3%	0.3%
COc1ccc(CC(=O)N/N=C(\C)c2cccnc2)cc1	4%	-4%	1%	-8%	2.5%
COC(=O)c1cc(NS(=O)(=O)c2ccc(OC)c(OC)c2)ccc1Cl	1%	-3%	-8%	5%	6.8%
CCN1CCN(CCC(=O)Nc2cc(OC)ccc2OC)CC1	0%	0%	-6%	0%	0.7%
Cn1nc(-c2ccc(OCC(=O)N3CCN(Cc4ccccc4)CC3)cc2)c2ccccc2c1=O	32%	-4%&-12%	-5%&1%	6%	i
OC(CN1CCCC(C(F)(F)F)C1)c1ccccc1 (stereo not given)	22%	14%	6%	-3%	i
CCc1cccc(C)c1NC(=S)N(CCCN1CCOCC1)Cc1cccnc1	-16%	2%	1%	9%	0.4%
COC(=O)c1ccc(Cl)c(NC(=O)NC2CCCCC2)c1	-3%	9%	-4%	-13%	0.5%
CC(C)CC(=O)NC(=S)N(Cc1ccccc1)Cc1ccccc1	-10%	-8%	-13%	-3%	i
N#CCSc1ccc2nc(-c3ccccc3)cn2n1	4%	5%	5%	-10%	1.8%
C=C1C[C@@]23CCC4[C@@](C)(CCC[C@@]4(C)C(=O)O)C2CC[C@]1(O)C3 (stereo not given in full)	-22%	nt	-6%	-3%	0.3%
Cc1c(C(=O)Nc2ccccc2)sc2nc3n(c(=O)c12)CCCCC3	61%	-2%	0%	2%	1.6%
Cn1cccc1Cc1nnc(SCC(=O)N2CCCc3ccccc32)n1-c1ccc(F)cc1	11%	13%	-9%	-2%	0.2%
Cc1cc(C)c2oc(C(=O)NC3CCS(=O)(=O)C3)cc(=O)c2c1 (stereo not given)	12%	-3%	4%	8%	1.3%
CCCCOc1ccc(N=Nc2ccc(N)nc2N)cn1	38%	0%	4%	27%	4.6%
Cn1c(SCC(=O)c2ccccc2)nnc1-c1cccs1	31%	9%	-6%	-4%	1.9%
O=C(OCCOc1cccc(Cl)c1)c1ccc2ncsc2c1	?	11%	?	-4%	i
O=C(NCCCNC(=O)c1ccco1)c1ccc(F)cc1	-2%	9%	3%	-11%	i
O=C(Cc1ccccc1)Nc1ccc(NC(=O)c2cccs2)cc1	-11%	-10%	-10%	-5%	1.2%
Cc1nnsc1-c1onc(C)c1C(=O)O/N=C/c1ccc(Cl)cc1	?	5%	70%	2%	0.8%
